Screening data (PubChem)
Menin-MLL TR inh: displaces Texas Red mutant MLL peptide from human menin; O00255; Menin + Texas Red MLL mutant peptide, fluorescence polarization; Potency, µM (doses to about 61.6 µM), inactives show top-dose FP activity change, negative = inhibition, most hits filed as inhibitors; 270,000 tested, 0.23% active; AID 1768; active = well fitted inhibition curve with a large enough effect in the polarisation, with a control signal flat, not every such curve was filed as active; inconclusive = small, poorly fitted or top-dose-only effect, or effect the other way, or a change in a side signal; inactive = no such curve, though single readings can be large or run the other way; the % refers to the polarisation; also: potency is read from the fitted curve at half-maximal effect; % of control where 0% means no effect; many of its hits are not listed in these tables
CXXC DNA block: blocks binding of human MLL CXXC domain to DNA; Q03164; MLL-CXXC / FITC-HOXA9 DNA fluorescence polarization; Potency, µM (series often up to 115 µM), without a hit: at the top dose activity change, negative = inhibition, actives largely listed as inhibitors; 290,000 tested, 0.037% active; AID 2662; active = well fitted inhibition curve with a large enough effect in the polarisation, with a control signal flat, not every such curve was filed as active; inconclusive = small, poorly fitted or top-dose-only effect, or effect the other way, or a change in a side signal; inactive = no such curve, though single readings can be large or run the other way; the % refers to the polarisation; also: potency is read from the fitted curve at half-maximal effect
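Steps: dispense CXXC domain solution (7 uM) → pin compounds or unlabeled HOX-A9 DNA control → 5 min ambient → add FLSN-HOX-A9 solution (50 nM) → spin → 30 min ambient → fluorescence polarization. Tris pH 7.5/NaCl/DTT/BSA buffer.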
TRPV1 ag: activates the human vanilloid receptor TRPV1; Q8NER1; TRPV1-expressing cells, Fluo-8 calcium influx, agonist mode; activation, % at 8.33 µM; 320,000 tested, 0.19% active; AID 540275; in the data active = activation above about 80%; inconclusive = between about 30% and that limit; also: 0% is about no effect
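Cells expressing TRPV1 were dye-loaded with Fluo-8 and read kinetically: 10 s baseline, 3 min after compound (agonist portion), then 2 min after EC20 capsaicin (allosteric enhancer portion). Calcium-bound dye fluorescence at 480/520 nm.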
KCNH2 3.1 inh: KCNH2 3.1 (human) potassium channel inhibition; activity change, % (tested at about 1.8 µM); U2OS KCNH2 3.1, thallium flux FluxOr; hits give low values; AID 720553; 340,000 tested, 0.95% active;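 active = maximum activity change below -70%; inconclusive = maximum activity change from -70% to -50%; inactive = maximum activity change above -50%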;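 also: thallium influx rate constant from kinetic fluorescence after stimulation buffer; % is scaled to controls: 0 for no effect and ±100 for the full control effect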
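FluxOr-based Tl+ influx in U2OS cells transduced with KCNH2 3.1 virus; rate constants normalized to DMSO controls.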
GALK inh: galactokinase (human) inhibition | Potency, µM (doses to about 57.5 µM), for the others: top-dose activity change, negative = inhibition, most hits filed as inhibitors | 270,000 tested, 0.007% active | Purified GALK, Kinase-Glo residual ATP luminescence | AID 1868 | P51570; also: potency is read from the fitted curve at half-maximal effect; % is scaled to controls: 0 for no effect and ±100 for the full control effect
Target sequence (P51570 whole entry, looked up): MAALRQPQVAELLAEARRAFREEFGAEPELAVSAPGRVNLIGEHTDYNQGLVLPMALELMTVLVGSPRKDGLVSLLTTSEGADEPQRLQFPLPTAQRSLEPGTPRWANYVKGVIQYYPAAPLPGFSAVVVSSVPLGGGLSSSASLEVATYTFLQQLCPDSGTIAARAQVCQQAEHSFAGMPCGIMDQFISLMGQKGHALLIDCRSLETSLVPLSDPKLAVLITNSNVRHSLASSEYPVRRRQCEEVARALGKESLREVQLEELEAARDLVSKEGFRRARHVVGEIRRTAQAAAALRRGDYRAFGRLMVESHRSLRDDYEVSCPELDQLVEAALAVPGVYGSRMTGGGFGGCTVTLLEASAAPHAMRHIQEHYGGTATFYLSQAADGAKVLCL
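Compounds were pin-transferred into ATP buffer (35 uM final), then GALK plus galactose (5 nM, 100 uM final) was added. After 1 h at room temperature, Kinase-Glo Plus was added and luminescence read after 10 min.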
B2AR arrestin: beta2AR (human) beta-arrestin recruitment activity; P07550; 330,000 tested, 0.02% active; Potency, µM (top dose mostly 46.1 µM), for inactives: at the top dose activation, most hits filed as activators; beta-arrestin recruitment to beta2AR, cell-based reporter;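 also: potency is read from the fitted curve at half-maximal effect; 0% = DMSO controls and full agonism = EC100 isoproterenol or metaproterenol; nearly all actives have a fitted effect of over 65% in size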
Giardia killer: Giardia lamblia killing; Giardia lamblia trophozoite viability; activity change, % at 7.66 µM, hits read low; 340,000 tested, 0.15% active; in the data active = activity change below about -80%; inconclusive = between about -30% and that limit;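 also: parasites exposed to compound for two days anaerobically before the ATP read; % is scaled to controls: 0 for no effect and ±100 for the full control effect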
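Killing of trophozoites was scored by loss of ATP luminescence after a 48 hrs anaerobic exposure to compounds at 37 deg C, using 100 cells per well.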
PKM2 act: PKM2 (human) enzyme activation. P14618. purified PKM2, Kinase-Glo ATP luminescence, activation; response scale: 0% is enzyme alone, no compound. Potency, µM (series often up to 57.5 µM), for the others: at the top dose activation, actives largely listed as activators. 260,000 tested, 0.34% active. AID 1631; also: potency is read from the fitted curve at half-maximal effect; % is scaled to controls: 0 for no effect and ±100 for the full control effect; nearly all actives have a fitted effect of over 55% in size
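Purified hPK-M2 (>95%) run at intermediate activity with 0.1 mM ADP and 0.5 mM PEP in 50 mM imidazole pH 7.2, KCl, MgCl2; 1 h room temperature. ATP formed read by Kinase-Glo luminescence; normalized to uninhibited and no-enzyme controls.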
KCNH2 WT inh: inhibitors of human wildtype KCNH2 potassium channel | Q12809 | U2OS, BacMam KCNH2, thallium flux FluxOr; hits give low values | activity change, % at 1.84 µM | 340,000 tested, 0.37% active | AID 720551;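 active = maximum activity change below -70%; inconclusive = maximum activity change between -70% and -50%; inactive = maximum activity change above -50%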; also: % is scaled to controls: 0 for no effect and ±100 for the full control effect
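U2OS cells transduced with wild-type KCNH2 virus are loaded with FluxOr dye for 45 min, and thallium flux is measured in kinetic reads before and after stimulation buffer. Rate constants are normalized to DMSO controls.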
Coupling enz: coupling enzyme interference in Giardia aldolase counter-screen | coupling enzyme system counterscreen, AmpLite Red fluorescence | activity change, negative = inhibition, % at 58.2 µM, hits read low | 290,000 tested, 0.67% active | AID 2472; in the data active = activity change below about -30%; also: % is scaled to controls: 0 for no effect and ±100 for the full control effect
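First, compound is pin-transferred into glyceraldehyde-3-phosphate coupling-enzyme reagent at 57.5 uM final and held 10 min at RT. Next, substrate, coupling system and AmpLite Red are added. After 20 min RT, fluorescence (525/598 nm) is read.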
USP2a block: USP2a (human) protease inhibition. USP2 core, Ub-CHOP2 coupled fluorogenic reporter, 485/531. Potency, µM (doses to about 38.3 µM), for the others: at the top dose activity change, negative = inhibition, actives largely listed as inhibitors. 330,000 tested, 0.01% active. AID 463254;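 also: potency is read from the fitted curve at half-maximal effect; plate controls were DMSO wells for no effect and full inhibition by NEM control for full effect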
Target sequence (O75604 whole entry, looked up): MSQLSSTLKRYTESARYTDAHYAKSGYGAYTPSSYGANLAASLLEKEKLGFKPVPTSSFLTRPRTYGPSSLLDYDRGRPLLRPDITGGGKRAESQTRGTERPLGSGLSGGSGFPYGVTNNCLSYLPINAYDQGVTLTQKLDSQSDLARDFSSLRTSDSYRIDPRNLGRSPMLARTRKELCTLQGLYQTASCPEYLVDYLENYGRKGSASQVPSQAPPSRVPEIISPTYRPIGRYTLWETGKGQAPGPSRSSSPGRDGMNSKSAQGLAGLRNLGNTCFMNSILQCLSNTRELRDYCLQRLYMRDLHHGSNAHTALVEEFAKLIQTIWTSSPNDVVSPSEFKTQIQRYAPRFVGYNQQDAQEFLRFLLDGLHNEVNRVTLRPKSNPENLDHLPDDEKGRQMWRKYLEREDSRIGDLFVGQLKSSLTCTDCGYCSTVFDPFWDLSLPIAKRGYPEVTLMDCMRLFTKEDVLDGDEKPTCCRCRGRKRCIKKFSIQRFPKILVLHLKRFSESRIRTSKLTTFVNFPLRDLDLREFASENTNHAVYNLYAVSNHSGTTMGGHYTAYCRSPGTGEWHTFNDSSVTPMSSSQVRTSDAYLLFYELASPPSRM
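Deubiquitinase activity read as fluorescence (485/531 nm) after Ub-CHOP2 cleavage activates the enterokinase reporter on its substrate; USP2 core 10nM, Ub-CHOP2 and substrate 25nM each, 30min compound preincubation then 60min RT; data normalized to NEM, curves fitted.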
The depositor's hits bear a star; ? = inconclusive; . = no result given; & = joins results of further samples. Unless noted, calls follow the shape of the dose curve; as a rule, active = well fitted curve in the direction sought with a large enough effect; inconclusive = small, poorly fitted or top-dose-only effect, or another doubt; inactive = no such curve, though single readings can be large; an effect the other way counts as inactive or inconclusive.

SMILES | Menin-MLL TR inh | CXXC DNA block | TRPV1 ag | KCNH2 3.1 inh | GALK inh | B2AR arrestin | Giardia killer | PKM2 act | KCNH2 WT inh | Coupling enz | USP2a block
COc1ccc(CCN(Cc2cc3cc(C)ccc3[nH]c2=O)C(C)=O)cc1OC | 8% | -17% | -2 | 10 | 4% | -0.8% | -2 | -4% | -3 | -1 | 0%
Cc1onc(-c2c(F)cccc2Cl)c1C(=O)Nc1c(C)n(C)n(-c2ccccc2)c1=O | 3% | 5% | 2 | -4 | 3% | 5.1% | 5 | ? | 8 | 0 | -2%
CCCC(=O)Nc1cccc(NC(=O)c2cccc([N+](=O)[O-])c2C)c1 | 8% | -7% | 0 | -14 | 1% | -0.8% | -25 | 8% | -2 | -4 | -8%
O=S(=O)(c1ccccc1)N1CCN(Cc2ccccc2)CC1 | -7% | 0% | 4 | -6 | 4% | 0.1% | 16&-11 | -18% | -8 | -3 | 0%
COc1ccc(-c2csc(NC(=O)[C@H](C)N3C(=O)C4CC=CCC4C3=O)n2)cc1OC (stereo not given in full) | . | . | . | 0 | . | 0.5% | -16 | . | -15 | . | -1%
Cc1ccc(-c2cn3cc([N+](=O)[O-])ccc3n2)cc1 | -2% | 5% | -4 | 2 | 2% | -1.0% | ? | -16% | -3 | -13 | 2%
O=C(Nc1cccc(F)c1)C1CCCN(S(=O)(=O)c2ccc(-n3cnnn3)cc2)C1 (stereo not given) | . | 3% | 2 | -9 | 0% | -0.9% | 0 | . | 15 | -2 | 10%
Cc1nc(NCCC(C)C)c2nnn(Cc3ccccc3)c2n1 | -29% | -5% | ? | -12 | -2% | 0.0% | -5 | 2% | -13 | 0 | 3%
COC(=O)c1cc(S(=O)(=O)NCCc2ccccc2)c[nH]1 | ? | 0% | 3 | 2 | . | 5.0% | 11 | 3% | -4 | -3 | -1%
CC1(C)NC(=O)N(CCOc2cccc(Oc3ccccc3)c2)C1=O | 3% | -11% | ? | 3 | 1% | 0.4% | -9 | -4% | 7 | 1 | -6%
O=C(O)CNC(=S)N(Cc1ccccc1)Cc1ccccc1F | 7% | -5% | -4 | 8 | 4% | -0.4% | 12 | -5% | -5 | 18 | 2%
COc1ccc(NC(=O)CSc2nc3ccccc3c(=O)n2-c2ccc3c(c2)OCO3)c(OC)c1 | 8% | 5% | -2 | -1 | -1% | -0.2% | 6 | 0% | -1 | 1 | 3%
Cc1c(Cl)cccc1NC(=S)NCc1ccc(F)cc1 | 7% | 7% | ? | 12 | 0% | 0.1% | -9 | 3% | -14 | -1 | -2%
CC1(C(=O)OCC(=O)Nc2ccc3ccccc3c2)CC1(Cl)Cl (stereo not given) | ? | -2% | 28 | -12 | -4% | -0.1% | 3 | 2% | 35 | -5 | 0%
N=C1/C(=C\c2ccc(SCc3ccco3)o2)C(=O)N=C2SC=NN12 | ? | ? | -1 | 7 | -6% | -0.1% | -5 | -5% | -4 | 2 | 5%
Cc1nn(-c2ccccc2)c(Cl)c1/C=N/Nc1ccc(Cl)c(C(=O)O)c1 | ? | 3% | 0 | 12 | -3% | -2.7% | -21 | -1% | 12 | 4 | 0%
Cn1ncc(C#N)c1/N=C/N1CCCCCC1 | -5% | -13% | -1 | 5 | 3% | 0.2% | 6 | -1% | -1 | 3 | 2%
Cc1csc(NC(=O)Cc2coc3cc(C)c(C(C)C)cc23)n1 | ? | -9% | 4 | -4 | -2% | 0.4% | -23 | -6% | -3 | -2 | -8%
CC1=NN(c2ccccc2)C(=O)C1/C=C1\NC(=S)NC1=O (stereo not given) | ? | 27% | 1 | -7 | 0% | -0.2% | 8 | -14% | 5 | -5 | 0%
O=C(O)c1cccc(Cn2c(Cl)c(/C=N/NC(=O)c3cc4ccccc4cc3O)sc2=O)c1 | . | -1% | . | -4 | -14% | -0.3% | 4 | 32µM* | -2 | 14 | -2%
CCOc1ccc(C(=O)NCc2ccccc2)cc1Br | 8% | -5% | ? | 7 | -2% | 0.4% | 7 | -5% | -15 | 2 | 1%
CCC(C(=O)OCC(=O)Nc1cc(Cl)cc(Cl)c1)c1ccccc1 (stereo not given) | ? | 2% | 1 | 4 | 1% | 2.2% | 0 | 0% | -5 | 2 | 0%
COc1ccc(N(C(C)C(=O)NC2CCCCCC2)S(C)(=O)=O)cc1 (stereo not given) | 14% | 0% | 1 | 4 | 0% | -0.1% | -1 | 3% | 5 | 3 | 1%
C=CCN(c1ccccc1)S(=O)(=O)c1cc(C(=O)NC2=NCCS2)ccc1Cl | -3% | -2% | ? | -2 | 7% | -0.9% | -5 | 1% | . | 0 | -6%
C[C@H]1COC(=O)[C@@H](Cc2ccc(F)cc2)C/C=C\C[C@H](CC(=O)N(CCO)Cc2ccccc2)C(=O)N1 | . | . | . | 11 | . | -0.2% | 11 | . | 11 | . | 4%
Clc1ccc(-c2n[nH]c3c2Cc2ccccc2-3)cc1Cl | -15% | -9% | -2 | . | 3% | 0.4% | . | -9% | . | 1 | -3%
Cc1nc(-c2ccc(S(=O)(=O)Nc3ccc(Br)cc3F)cc2)co1 | 29% | 2% | -4 | -15 | 6% | 0.2% | 6 | 10% | 6 | 9 | 4%
Cc1nc2ccccc2c(=O)n1/N=C/c1c(O)ccc2oc3c(c12)CCCC3 | 1% | 13% | -1 | -2 | -6% | -0.3% | -4 | 11% | -1 | -26 | -7%
CCCCS(=O)(=O)/C=C\C1C2C=CC(C2)C1S(=O)(=O)CCCC (stereo not given) | 8% | 9% | 8 | 3 | 5% | 4.8% | 1 | 4% | -1 | 4 | 2%
CCN(CCNC(=O)C1CCN(Cc2nc(-c3ccc(Cl)cc3)oc2C)CC1)c1ccccc1 | -16% | 1% | 4 | -72* | -1% | 0.0% | 11 | 0% | -29 | 0 | -6%
COC(=O)c1cnc(N2CCCN(S(=O)(=O)c3ccc(C(F)(F)F)cc3)CC2)nc1C(F)(F)F | . | -2% | 13 | -34 | . | 0.1% | -4 | -38% | -15 | -6 | -2%
COc1ccc(O)c(C(=O)CC(=O)c2ccccc2C)c1 | ? | -1% | -8 | -6 | 0% | 0.1% | -17 | -1% | -4 | -11 | 3%
OC1(c2ccc(Cl)c(Cl)c2)C[n+]2ccccc2N1Cc1ccccc1 (stereo not given) | . | -2% | 13 | 23 | 3% | -0.1% | 9 | -9% | -6 | 1 | -3%
CC(=O)Nc1ccc(S(=O)(=O)NC(C(=O)O)C2=CCC=CC2)cc1 (stereo not given) | 15% | 1% | 0 | -17 | 1% | -0.4% | 1 | -4% | 11 | 1 | -1%
CCCn1c(N)c(C(=O)CSc2nncs2)c(=O)[nH]c1=O | . | . | -1 | -7 | . | 0.0% | 19 | . | 2 | . | 1%
O=S(=O)(Nc1cccc(-n2cnnn2)c1)c1ccccc1 | . | 5% | -2 | 10 | 5% | 0.1% | 6 | . | 2 | . | 2%
CC[C@H](C)[C@H](NC(=O)OCc1ccccc1)C(=O)Nc1ccc(NC(C)=O)cc1 | ? | 12% | 3 | -17 | 11% | -0.5% | -4 | 1% | 7 | 1 | 0%
O=C(C1CC(c2ccc(F)cc2)=NO1)N1CCCCC1 (stereo not given) | -15% | 4% | 22 | 0 | 0% | -0.8% | 3 | -3% | 3 | 0 | 5%
O=C(Nc1ccc(SC(F)F)cc1)C1=CC=CN2CCS(=O)(=O)N=C12 | . | . | 1 | 11 | . | 0.4% | -3 | . | 14 | . | 0%
COC(=O)CN(c1ccc(OCc2ccccc2)cc1)S(C)(=O)=O | 4% | 27% | 3 | 14 | 0% | 0.1% | 2 | -1% | 9 | 3 | 1%
O=C(Nc1ccccc1F)c1cc(S(=O)(=O)N2CCOCC2)cs1 | 1% | -1% | 22 | 7 | 4% | -0.5% | 5 | 0% | 6 | 1 | 2%
CCOC(=O)COc1ccc(S(=O)(=O)N2CCN(c3ccc(F)cc3)CC2)cc1 | -12% | -2% | 4 | 2 | -3% | 0.1% | 0 | 5% | -22 | 1 | 0%
Cn1nc(-c2ccc(C(=O)NC3CCCCC3)cc2)c2ccccc2c1=O | -10% | 0% | 9 | -9 | 1% | 0.1% | 1 | . | -29 | 4 | -1%
Cc1cc(NC(=O)c2ccc(C#N)cc2)on1 | 0% | 17% | 7 | 18 | 1% | 0.1% | 22 | -22% | 25 | 1 | 1%
CCCN=C1N(C)C[C@@H]2[C@@H]3C(=O)N(C)C(=O)[C@@H]3[C@](C)(C(=O)OC)N12 | . | . | . | 12 | . | 0.4% | -15 | . | -1 | . | 3%

Some of the compounds tested (hit frequency here may not be typical).
